Hsp70 inhibitors: small molecules displacing fluorescent ligand from Hsp70 – biochemical, fluorescence polarization, primary screen (AID 583). displacement, % at 20 µM, or IC50 in µM where a hit was titrated. 0.06% of 140,000 active. Hsp70 fluorescence polarization probe displacement, mP; higher % means a stronger effect; in the data active = displacement above about 50%;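 also: plate controls were vehicle for no effect and reference ligand for full effect; a part of the inactive calls stands beside numbers as strong as those of hits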
MKP-3 inhibition: MKP-3 phosphatase inhibitors, primary screen, biochemical, rat enzyme, in vitro (AID 425) | recombinant MKP-3 phosphatase activity, fluorescence; higher % means a stronger effect | 0.17% of 110,000 active | one-dose inhibition, % at 20 µM; IC50 in µM for titrated hits; in the data active = inhibition above about 50%;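 also: plate controls were vehicle for no effect and reference inhibitor for full effect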
* = called active by the depositor; · = no result given; & = joins results of further samples. An excerpt, so the mix of outcomes need not match the whole.

SMILES	Hsp70 inhibitors	MKP-3 inhibition
O=C(Nc1ccc(Cc2ccncc2)cc1)C1CCC(N2C(=O)C3CC=CCC3C2=O)CC1 (stereo not drawn)	2.7%	·
Clc1ccc(N2CCN(N=Cc3ccccc3Br)CC2)cc1	-0.9%	-1.7%
CC(C)OC(=O)c1nnn(-c2nonc2N)c1CN1CCc2ccccc2C1	-2.2%	8.8%
N#Cc1c(N)nc2sc(C(=O)Nc3ccccc3)c(N)c2c1-c1ccco1	0.1%	5.1%
O=[N+]([O-])c1cc(-n2cnnn2)ccc1Sc1nnnn1-c1ccccc1	3.2%	2.3%
CCOc1ccc(NC(=O)CN(C)c2ccc(S(=O)(=O)N(C(C)C)C(C)C)cn2)cc1OCC	4.0%	·
CCCn1nc(NC(=O)c2ccco2)c2cc3ccc(C)cc3nc21	2.5%	-15.0%
COc1ccccc1NC(=O)CSc1nnc(Cc2cccn2C)n1CCc1ccccc1	-3.9%	0.8%
COc1cccc(NC(=O)CSCC(=O)Nc2ccccc2)c1	5.0%	·
CCS(=O)(=O)N1CCN(C(=O)c2ccco2)CC1	0.8%	·
CCOC(=O)c1ccccc1NS(=O)(=O)c1ccc(OC)c(OC)c1	3.0%	2.0%
COc1ccc(OCC(=O)Nc2ccc3c(c2)nc2n3CCSC2)cc1	-1.9%	-2.7%
O=C1c2ccc([N+](=O)[O-])cc2C(=O)N1Cc1ccccc1	1.1%	4.1%
O=C(Nc1ccon1)c1sc2ccccc2c1Cl	6.2%	-12.8%
Cc1cccc2cc(COC(=O)C(C)(C)C)c(=O)[nH]c12	1.9%	8.3%
CCOC(=O)c1sc2nc(SCC(=O)NCc3ccco3)n(Cc3ccccc3)c(=O)c2c1C	1.0%	-3.7%
O=C(CC1SC(=O)N(c2ccccc2)C1=O)Nc1ccccc1 (stereo not drawn)	1.3%	-8.4%
COc1cc2cc(Br)cc(Br)c2nc1C	1.3%	·
Cc1ccc(C(=O)N2Cc3ccccc3CC2C(=O)O)cc1 (stereo not drawn)	-1.3%	-1.5%
NC(=O)C1CCN(CCCNC2CC(=O)N(Cc3ccc(N4CCCC4=O)cc3)C2=O)CC1 (stereo not drawn)	5.1%	-2.9%
O=[N+]([O-])c1ccc(C2NN=C(Cc3ccccc3)S2)cc1 (stereo not drawn)	0.4%	5.8%
N#CC1=C(N)C2=C(N3CCCCC3)CCCC2C1(C#N)C#N (stereo not drawn)	-4.4%	-1.4%
CC(=O)Cn1c(C(F)(F)F)nc2ccccc21	-0.7%	-3.9%
COC(=O)c1sccc1NC(=O)c1cc(OC)cc(OC)c1	18.2%	·
COc1ccc(N(CC(=O)NCc2ccncc2)S(=O)(=O)c2ccc(OC)c(OC)c2)cc1	0.9%	1.5%
Cc1ccc(/C=C2\SC(=Nc3ccc(F)cc3)NC2=O)o1	-7.4%	7.4%
CN1/C(=C/C(=O)C2CCC2)Sc2ccccc21	-2.9%	2.3%
CCOC(=O)CSc1nc2ccc(N3CCOCC3)cc2c(=O)n1Cc1ccc2c(c1)OCO2	7.0%	-6.9%
Cc1ccc(C2C(C#N)=C(N)Oc3n[nH]c(C)c32)o1 (stereo not drawn)	4.7%	-2.7%
CC(=O)Nc1ccc(S(=O)(=O)Nc2ccc(F)cc2F)cc1	-0.2%	0.2%
COc1ccccc1OCCOc1ccc(C=O)cc1	-1.6%	1.4%
CC(C)c1ccccc1NC(=O)C(C)N1C(=O)c2ccccc2C1=O (stereo not drawn)	-5.2%	2.8%
O=C(NC1CCCCC1)N(Cc1cc2cc3c(cc2[nH]c1=O)OCCO3)CC1CCCO1 (stereo not drawn)	4.4%	-7.3%
COc1cc(C)c(CN2CCCCC2CO)cc1C (stereo not drawn)	5.7%	-6.6%
C/C(=N\NC(=O)c1ccccn1)c1ccc([N+](=O)[O-])cc1	-1.0%	-0.4%
CC(C)CN1C(=O)/C(=C/c2ccc([N+](=O)[O-])cc2)SC1=S	-6.0%	3.6%
COc1ccc(NC(=O)c2ccc(CN3CCN(c4ccccc4)CC3)cc2)cc1	-9.3%&1.7%	-12.2%&2.7%
COc1cccc2cc(C(=O)N3CCN(c4ncccn4)CC3)c(=O)oc12	-2.2%	-9.5%
Cc1ccc(Nc2c3c(nc4ncnn24)CCC3)cc1	8.8%	1.3%
COc1ccc(S(=O)(=O)Nc2nc(C(F)(F)F)cs2)cc1	7.1%	-8.2%

Five compounds out of the list, sorted by number of heavy atoms, falling:
SMILES	Hsp70 inhibitors	MKP-3 inhibition
COc1cccc2cc(C(=O)N3CCN(c4ncccn4)CC3)c(=O)oc12	-2.2%	-9.5%
CC(C)c1ccccc1NC(=O)C(C)N1C(=O)c2ccccc2C1=O (stereo not drawn)	-5.2%	2.8%
COC(=O)c1sccc1NC(=O)c1cc(OC)cc(OC)c1	18.2%	·
C/C(=N\NC(=O)c1ccccn1)c1ccc([N+](=O)[O-])cc1	-1.0%	-0.4%
COc1ccccc1OCCOc1ccc(C=O)cc1	-1.6%	1.4%

Later entries.
SMILES	Hsp70 inhibitors	MKP-3 inhibition
Cc1ccc(-c2nc3cc(Cl)ccc3o2)cc1NS(=O)(=O)c1ccccc1	-2.5%	-8.7%
COc1ccc(C(=O)n2nc(-c3ccc(Cl)cc3)nc2N)cc1OC	-4.3%	0.2%
CCOC(=O)c1cc(=O)n2[nH]c(-c3ccc(Br)cc3)cc2n1	2.6%	1.4%
Cc1ccc(S(=O)(=O)N2CCC[C@H]2C(=O)OC(C)C(=O)Nc2ncc(Cl)cc2Cl)cc1 (stereo partly drawn)	4.8%	·
COc1ccccc1NC(=O)CSc1ncn[nH]1	10.5%&0.5%	-3.0%&0.8%
COc1ccc(/C=N/NC(=O)c2ccoc2C)c(OC)c1OC	-2.4%	3.6%
CCOC(=O)N1CCN(C(=O)c2c(O)c3cccc4c3n(c2=O)CC4)CC1	1.1%	-4.4%
Cc1cc2nc(C)n(CCCNC(=O)Nc3ccc(C#N)cc3)c2cc1C	3.8%	7.1%
O=S(=O)(N/N=C/c1cc(Cl)ccc1O)c1ccc(Cl)cc1	-5.6%	1.3%
O=C(O)c1ccc(NC2=C(Cl)C(=O)N(c3cccc(Cl)c3)C2=O)cc1	0.3%	5.0%
O/N=C1\CC2(Cc3nonc31)OCCO2	-5.5%	-17.3%
O=C(CSc1oc(-c2cccs2)nc1S(=O)(=O)c1ccccc1)NC1CCCCC1	-0.8%	·
COc1cccc(C(=O)NCCn2ccc3ccccc32)c1	2.9%	2.0%
COc1ccccc1N1CCN(C(CNS(=O)(=O)c2ccc(C)cc2)c2cccnc2)CC1 (stereo not drawn)	·	-9.7%
O=S(=O)(Nc1cccc(C(F)(F)F)c1)c1ccc(F)cc1	3.3%	-1.9%
Cc1noc(C)c1C(=O)NCc1cccs1	2.8%	-12.2%
Cn1c(SCc2cc(=O)[nH]c3ccccc23)nnc1-c1ccc(Br)cc1	-3.6%	·
COc1ccc(Br)cc1C(=O)Nc1ccc(C)c(C)c1	5.7%	-1.5%
COc1ccc(C(=O)N2CCN(C(C)=O)CC2)cc1S(=O)(=O)NCc1ccc(Cl)cc1	-3.1%	-13.3%
CCOC(=O)N1CCC(NC(=O)C2CCN(S(=O)(=O)N3CCCC3)CC2)CC1	2.3%	7.4%
Cc1cc(OCCCCCNCCO)cc(C)c1Cl	-0.3%	-1.3%
O=C(NCCc1cn2ccccc2n1)C1CCCCC1	-6.0%	-1.5%
CCOC(=O)N1CCC(NC(=O)c2ccc(CS(=O)(=O)c3c(Cl)cccc3Cl)o2)CC1	3.1%	2.5%
Oc1ccc(/C=N/Nc2nc(-c3ccccc3)cc(-c3ccc(Br)cc3)n2)c(O)c1	2.4%	-2.0%
O=C(O)C1C2CCC(C2)C1C(=O)NCC1CCCO1 (stereo not drawn)	-1.7%	3.2%
Nc1cc(-c2nc3ncccc3o2)ccc1Cl	-2.1%	·
CCCN=C(C)c1c(C)[nH]n(-c2nc3ccccc3s2)c1=O	-2.4%	0.2%
CC(C)(C)NC(=O)Cn1c(SCC(=O)NC2CCCCC2)nc2ccccc21	-5.3%	-0.6%
COc1cc(NC(=O)CCN2C(=O)c3ccccc3C2=O)c(OC)cc1Cl	-0.1%	4.0%
CCn1c(CNc2ccccc2Cl)nnc1SCC(=O)NCc1ccccc1	0.9%	-1.7%
COC(=O)c1cc(S(=O)(=O)N2CCOCC2)ccc1Sc1ccccc1N	-3.1%	6.5%
COc1ccccc1C1Nc2cccc3cccc(c23)N1	0.2%	·
Cc1nn(-c2ccc(Cl)c(Cl)c2)c(C)c1-c1cccc([N+](=O)[O-])c1	8.2%	0.9%
Cn1c(=O)c2c(nc(CN3CCOCC3)n2Cc2ccccc2)n(C)c1=O	2.0%	·
CCOc1ccc(NC(=O)CSc2nnc(Cc3cccn3C)n2-c2ccc(F)cc2)cc1	2.0%	-6.2%
O=c1[nH]c(SCCOc2ccccc2)nc2ccccc12	4.5%	-7.7%
CCn1c(=Nc2ccc(N3CCOCC3)cc2)ccc2ccccc21	2.0%	0.8%
COc1ccc(-c2cc(N3CCCC3)n3ncnc3n2)cc1	4.5%	-7.9%
CS(=O)(=O)N1CCN(c2ccccc2NC(=O)c2cccs2)CC1	1.2%	-2.6%
CCC(C)(C(=O)NC1CCCC1)N(C(=O)c1ccccn1)c1ccccc1 (stereo not drawn)	-7.5%	-8.3%
O=c1c2c(Br)c3c(=O)n(CCO)c(=O)c3c(Br)c2c(=O)n1CCO	14.4%	-0.3%
CCOc1ccc(OCC)c(Nc2cc(C)nc3ncnn23)c1	2.9%	-5.5%
Cc1ccc(-c2ccc(CCC(=O)O)n2NC(=O)c2cccs2)cc1	6.5%	-13.8%
CCN1CCN(C(=O)CCc2ccc(S(=O)(=O)NCCc3ccccc3)cc2)CC1	0.5%	·
CN1CCCN(CC(O)COCc2cccs2)CC1 (stereo not drawn)	3.8%	-11.5%
Cn1nnnc1SCC(=O)c1cccs1	0.5%	-2.7%
CCn1c(/C=N/c2nc3ccccc3n2C)nc2ccccc21	0.6%	·
COCCN1CCn2c(nc3cc(NC(=O)NC4CCCCC4)ccc32)C1	9.6%	-4.6%
COC(=O)C1=C(N)Oc2cc(C)[nH]c(=O)c2C1c1cc(OC)c(OC)c(OC)c1 (stereo not drawn)	-3.1%	7.9%
CCOc1ccc(C(=O)NCc2ccc3c(c2)OCO3)cc1	4.8%	-3.0%
Clc1ccc(CNC23CN4CN(CN(C4)C2)C3)cc1	0.8%	2.6%
CCC(=O)Nc1ccc(NC(=O)/C=C/c2ccc(-c3ccc(Cl)cc3Cl)o2)cc1	-6.1%	10.3%
COc1ccc(CNC(=O)c2ccc(Cl)c(Cl)c2)cc1	-1.0%	0.5%
CCCC1=Nc2cc(C(=O)NCCCOCC)ccc2Sc2ccccc21	4.2%	·
COc1ccccc1CNC(=O)c1cc2c(=O)n(C)c3ccccc3c2n1C	4.8%	-7.8%
CC(C)(C)SCCNC(=O)COc1ccccc1	0.1%	-1.8%
N#CCSc1nc2ccccc2c(=O)n1CCC(=O)NC1CCCCC1	1.6%	7.6%
COc1ccc(NC(=O)C2CC(=O)OC23CCCCC3)cc1 (stereo not drawn)	-4.8%	·
COc1ccc(-c2c(C#N)c(N)nc3c2c(=O)n(C)c(=O)n3C)cc1Cl	-0.7%	·
COc1nc(NCCc2ccc(OC)c(OC)c2)nc(OC)n1	2.4%	-16.2%
Next part:
SMILES	Hsp70 inhibitors	MKP-3 inhibition
Cc1cccn2c(=O)c3cc(C(=O)NC4CCCC4)c(=N)n(C4CCCC4)c3nc12	4.2%	9.0%
Cc1ccc(N2CC(C(=O)NCC(C)O)CC2=O)cc1 (stereo not drawn)	·	2.5%
CCOC(=O)COc1ccc2nsnc2c1	-3.8%	1.0%
O=C(CN1C(=O)/C(=C/c2cccc(Br)c2)SC1=S)Nc1ccccn1	-0.2%	0.6%
Cc1cc(NC(=O)c2ccccc2Oc2ccccc2)no1	4.3%	-1.1%
COCCN1Cc2cccc(C(=O)NCc3ccc4c(c3)OCO4)c2C1=O	1.2%	0.5%
CC(C)CC(NC(=O)/C(=C/c1ccccc1F)NC(=O)c1ccccc1)C(=O)O (stereo not drawn)	1.9%	0.3%
Cn1cccc1-c1nc2ccc(NC(=O)c3ccco3)cc2[nH]1	-8.2%	6.7%
Cc1ccc(NC(=O)/C(=C\c2ccc(C)o2)NC(=O)c2ccccc2I)cc1	2.9%	4.3%
Cc1nc(NCc2ccco2)nc2c1C(=O)CC(C)C2 (stereo not drawn)	2.8%	-2.8%
CCCn1c(C)nc2c(c1=O)c1nc3ccccc3nc1n2-c1ccc2c(c1)OCCO2	35.2%	18.6%
CSc1ccc(S(=O)(=O)N(CC(=O)Nc2ccccc2Cl)c2ccc(C)cc2)cc1	-2.5%	6.5%
COc1ccc2oc(C(=O)c3ccccc3)c(N)c2c1	0.4%	·
Cc1cccc(Cn2cc(/C=C(\C#N)C(=O)Nc3ccc(F)cc3)c3ccccc32)c1	-4.0%	1.4%
CCOC(=O)c1ccc(NC2=C(C(=O)C(F)(F)F)CCCC2)cc1	1.5%	0.9%
CN1C(=O)C(=Cc2ccccc2OC(=O)c2ccccc2)C(=O)N(C)C1=O	-5.7%	2.8%
O=C(/C=C/c1cccc2ccccc12)c1ccncc1	5.2%	6.2%
N#CC1=C(SCC(=O)Nc2cccc3cccnc23)NC(=O)C(C#N)C12CCCCC2 (stereo not drawn)	0.4%	-1.9%

Exported with two lines to a compound: entries from further up.
Values run as follows: Hsp70 inhibitors | MKP-3 inhibition
CCOC(=O)COc1ccc2nsnc2c1
    -3.8% | 1.0%
CCCn1c(C)nc2c(c1=O)c1nc3ccccc3nc1n2-c1ccc2c(c1)OCCO2
    35.2% | 18.6%
Cc1ccc(N2CC(C(=O)NCC(C)O)CC2=O)cc1 (stereo not drawn)
    · | 2.5%
CC(C)CC(NC(=O)/C(=C/c1ccccc1F)NC(=O)c1ccccc1)C(=O)O (stereo not drawn)
    1.9% | 0.3%
Cc1cccc(Cn2cc(/C=C(\C#N)C(=O)Nc3ccc(F)cc3)c3ccccc32)c1
    -4.0% | 1.4%
Cc1nc(NCc2ccco2)nc2c1C(=O)CC(C)C2 (stereo not drawn)
    2.8% | -2.8%

Compound activity: PubChem, Sanford-Burnham Center for Chemical Genomics
